Screening data as filed in PubChem.
ARFGAP1 inh: inhibitors of rat ARFGAP1 GAP activity, primary screen, biochemical, fluorescence polarization, GDP tracer; ADP-ribosylation factor GTPase-activating protein 1 (Rattus norvegicus), Q62848; Arfgap1-stimulated ARF1 GTP hydrolysis, GDP FP detection; inhibition, % at 16.5 µM; actives 0.26% (n = 360,000); AID 651572, 2012;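 active means inhibition above a per-plate limit, mean inhibition of low control wells plus 3 SD, cut at about 25% in these data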;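 further: 0% = DMSO wells with enzyme and 100% = wells lacking Arfgap1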
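Repeats: one replicate per compound; assay system: rat Arfgap1 catalytic domain, aa 1-136; times: enzyme reaction 120 min at 25 °C after 20 min preincubation; detection: FP of antibody-bound GDP Alexa 633 tracer, ex 620/em 688 nm; benchmarks: high control wells lacking Arfgap1, low control full reaction with DMSO; reagent: human ARF1(Δ1-17)-GTP substrate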
Rev-erbA mod: modulators of Rev-erb alpha DNA binding, primary screen, biochemical, FITC-DNA, fluorescence polarization, uHTS; Rev-erbα–FITC-DNA binding, 90 min; activity, % at 10 µM; actives 0.79% (n = 370,000); AID 1259318, 2017;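 active means activity above about 14%, limit read from the data; passing the limit was not always enough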;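 further: 0% = DMSO wells with 35 nM protein and 100% = DMSO wells with 750 nM protein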
Tn7 DDE FP: inhibitors of Tn7 peptide binding to fibrin DD(E), primary screen, biochemical, fluorescence polarization, human fibrin, Tn7 probe | Fibrinogen beta chain (Homo sapiens), P02675 | FP displacement of FITC-Tn7 peptide from fibrin DD(E); 0% = median of compound wells per plate | inhibition, % at 8.3 µM | actives 0.13% (n = 370,000);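 active means inhibition above the mean of compounds falling within the control limits plus 3 SD of them, cut at about 14% in these data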;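 further: 0% = plate median of compound wells and 100% = 10 µM Aha-Tn7 peptide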
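System: human fibrin DD(E); quantity: Fibrin-DD(E) at 2 µM final; also added: fluorescent Tn7 probe at 0.1 µM; compound dosing: single nominal test concentration of 8.3 µM per compound; schedule: 10 min preincubation, 3 h with tracer, room temperature; detection: fluorescence polarization of the labelled Tn7 tracer; repeats: one replicate per compound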
Tn6 DDE FP: inhibitors of Tn6 peptide binding to fibrin DD(E), primary screen, biochemical, fluorescence polarization, human fibrin, Tn6 probe; Fibrinogen beta chain (Homo sapiens), P02675; Fibrin DD(E) TRITC-Tn6 fluorescence polarization displacement; inhibition, % at 8.3 µM; actives 0.21% (n = 370,000); AID 720509, 2013;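 active means inhibition above a per-campaign cutoff: mean of compounds within control limits plus 3 SD, cut at about 15% in these data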;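 further: 0% = median of all compound wells on the plate and 100% = blocking peptide control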
PLC-gamma1 inh: PLC-gamma1 enzyme inhibitors, primary screen, biochemical, fluorescence, purified enzyme | 1-phosphatidylinositol 4,5-bisphosphate phosphodiesterase gamma-1 (Homo sapiens), P19174 | inhibition, % at 12.2 µM | fluorogenic substrate | actives 0.84% (n = 370,000); in the data active means inhibition above about 9.5%
sPLA2-III inh: human group III sPLA2 inhibitors, primary screen, biochemical, QFRET, BODIPY PC-A2 liposome substrate | actives 0.56% (n = 370,000) | AID 743126, 2013 | Group 3 secretory phospholipase A2 (Homo sapiens), Q9NZ20 | QFRET BODIPY PC-A2 liposome hydrolysis, fluorescence | inhibition, % at 12.2 µM;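 active means inhibition above mean plus 3 SD of compounds lying within the high and low control bounds, cut at about 19% in these data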;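 further: 0% = median of test compound wells and 100% = no enzyme DMSO wells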
ASAP1 GAP inh: inhibitors of human ASAP1 ArfGAP activity, primary screen, biochemical, fluorescence polarization. Arf-GAP with SH3 domain, ANK repeat and PH domain-containing protein 1 (Homo sapiens), …. ASAP1-stimulated ARF1 GTP hydrolysis, GDP FP detection. inhibition, % at 16.5 µM. actives 0.19% (n = 360,000); in the data active means inhibition above about 25%;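 further: 0% = vehicle with enzyme and substrate and 100% = no enzyme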
PLC-beta3 inh: human PLC-beta3 inhibitors, primary screen, biochemical, fluorescence; AID 720704, 2013; actives 0.18% (n = 370,000); Purified PLC-beta3, fluorogenic substrate; inhibition, % at 12.2 µM; 1-phosphatidylinositol 4,5-bisphosphate phosphodiesterase beta-3 (Homo sapiens), Q01970; in the data active means inhibition above about 11%;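 further: 0% = median of compound wells on plate and 100% = full blocker control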
proKLK7 act: proKLK7 zymogen activators, primary screen, biochemical, fluorescence intensity; Kallikrein-7 (Homo sapiens), P49862; purified proKLK7, EDANS-DABCYL substrate fluorescence; 100% is mature enzyme control, 0% vehicle; activation, % at 7 µM; actives 0.9% (n = 370,000); AID 652039, 2013;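 active means activation above the mean of all tested compounds plus 3 SD, computed per campaign excluding outliers beyond control limits, cut at about 13% in these data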
Target sequence (P49862 whole entry, looked up): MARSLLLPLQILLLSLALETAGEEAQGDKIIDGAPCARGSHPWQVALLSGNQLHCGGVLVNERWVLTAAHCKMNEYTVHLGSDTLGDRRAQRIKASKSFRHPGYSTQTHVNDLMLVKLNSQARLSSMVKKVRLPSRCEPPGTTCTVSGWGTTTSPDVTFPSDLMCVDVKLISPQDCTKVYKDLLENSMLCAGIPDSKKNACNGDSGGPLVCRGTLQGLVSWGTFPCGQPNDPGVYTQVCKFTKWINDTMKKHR
UHRF1 MBD2 ctr: UHRF1 methylated DNA binding inhibitors, primary screen, counter-screen for MBD2 inhibitor project, biochemical, TR-FRET, human UHRF1, single concentration | AID 687016, 2013 | E3 ubiquitin-protein ligase UHRF1 (Homo sapiens), Q96T88 | inhibition, % at 4.4 µM | UHRF1 binding to methylated oligo | actives 0.75% (n = 370,000); in the data active means inhibition above about 21%;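 further: UHRF1 SRA domain binding a hemimethylated CpG hairpin DNA probe; 0% = median of test compound wells and 100% = reference inhibitor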
Target sequence (Q96T88 whole entry, looked up, the tested form may be a part): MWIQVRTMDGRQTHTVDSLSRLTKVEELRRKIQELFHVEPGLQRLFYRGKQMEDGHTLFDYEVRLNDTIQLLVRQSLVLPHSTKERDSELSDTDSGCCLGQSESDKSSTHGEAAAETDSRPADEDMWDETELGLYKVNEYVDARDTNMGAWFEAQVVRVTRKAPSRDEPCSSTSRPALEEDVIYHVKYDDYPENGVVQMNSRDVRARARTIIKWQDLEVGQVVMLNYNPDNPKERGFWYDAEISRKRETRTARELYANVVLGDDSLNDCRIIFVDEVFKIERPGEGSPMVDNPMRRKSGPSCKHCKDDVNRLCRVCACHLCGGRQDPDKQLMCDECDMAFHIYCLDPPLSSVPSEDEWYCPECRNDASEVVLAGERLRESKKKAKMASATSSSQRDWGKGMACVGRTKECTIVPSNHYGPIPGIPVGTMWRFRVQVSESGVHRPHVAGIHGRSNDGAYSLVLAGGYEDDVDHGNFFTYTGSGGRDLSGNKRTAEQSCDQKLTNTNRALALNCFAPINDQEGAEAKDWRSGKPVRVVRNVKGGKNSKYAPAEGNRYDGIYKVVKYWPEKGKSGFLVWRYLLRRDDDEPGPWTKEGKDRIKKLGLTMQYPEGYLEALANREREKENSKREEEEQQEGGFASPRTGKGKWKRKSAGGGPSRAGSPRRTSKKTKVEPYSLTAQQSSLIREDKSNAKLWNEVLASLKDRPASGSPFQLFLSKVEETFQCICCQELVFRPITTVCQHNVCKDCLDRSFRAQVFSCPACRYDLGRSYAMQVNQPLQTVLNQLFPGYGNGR
Active calls of the source: *; i = inactive.

SMILES	ARFGAP1 inh	Rev-erbA mod	Tn7 DDE FP	Tn6 DDE FP	PLC-gamma1 inh	sPLA2-III inh	ASAP1 GAP inh	PLC-beta3 inh	proKLK7 act	UHRF1 MBD2 ctr
NC(=O)NCCN1CCN(c2ncc(C(F)(F)F)cc2Cl)CC1	-6	2	-4	0	2	-1	7	5	-0.1	0
c1ccc(-c2noc(C34CC5CC(CC(C5)C3)C4)n2)cc1	0	-2	-2	5	-1	8	-8	0	-0.8	-2
O=C(c1ccc(COc2ccccc2)o1)N1CCN(S(=O)(=O)c2ccccc2Cl)CC1	-11	12	-5	6	4	-11	-8	-8	1.6	1
Cn1nnnc1CCOCCc1nnnn1C	7	-6	1	-5	2	7	-7	-2	0.3	0
O=C(CCSc1nnc2ccccn12)Nc1ccc2c(c1)OCO2	1	-10	-2	4	-9	2	-7	-7	1.4	3
COc1ccc(NC(=O)c2ccc3ncsc3c2)c2ccccc12	7	-1	3	-14	0	-4	-8	-12	0.6	-4
CC(=O)c1ccc(NC(=O)CN2C(=O)NC(C)(c3ccc4c(c3)OCCO4)C2=O)cc1 (stereo not drawn)	0	3	1	-3	1	10	12	-10	0.2	3
COc1ccc(S(=O)(=O)NCC2CCCN(Cc3ccc(C)o3)C2)cc1 (stereo not drawn)	0	5	0	0	9	-17	21	4	0.0	2
O=C(COC(=O)Cc1ccc(Cl)cc1)NCc1cccs1	-1	-4	-2	-7	2	12	7	-7	0.0	0
COc1ccc(CCNc2c([N+](=O)[O-])c(=O)oc3ccccc23)cc1OC	5	5	3	2	2	7	10	-1	0.1	1
COc1ccc(NC(=O)CN(C)S(=O)(=O)c2cccc3nsnc23)cc1	-2	-3	-6	-2	2	2	-9	1	-0.6	0
CC(=O)N1CCc2cc(S(=O)(=O)NC(C(=O)NC(C)c3ccccc3)C(C)C)ccc21 (stereo not drawn)	3	0	-2	0	1	7	1	-2	0.0	-1
CCC/C(O)=C1\C(=O)CC(C)(C)CC1=Nc1cccc([N+](=O)[O-])c1	-5	-2	3	5	5	4	2	-2	0.3	-1
CCOc1ccccc1OCCC(=O)OCC(=O)Nc1c(C)nn(-c2ccccc2)c1C	13	0	0	2	3	1	10	-4	0.0	0
C/C(O)=C(\C#N)P(=O)(c1ccccc1)c1ccccc1	0	-4	-3	5	0	0	-3	-3	-0.3	-1
CC(=O)c1c(C)[nH]c(C(=O)OCC(=O)Nc2cccc(S(=O)(=O)N3CCCC3)c2)c1C	-6	3	-1	1	2	-25	1	2	-1.1	-1
NC(=O)NCC12CC3CC(CC(C3)C1)C2	-3	-1	-3	3	-1	0	0	1	0.2	0
Cc1nn(-c2ccccc2)c(Cl)c1C1C(C#N)=C(N)OC2=C1C(=O)CCC2 (stereo not drawn)	-8	1	6	-2	-8	-3	0	-9	0.6	-1
Cc1cc(C)cc(NCc2cc(=O)oc3cc(-c4ccccc4)c(O)cc23)c1	-9	0	12	4	-32	-8	-7	-36	0.1	-3
COC(=O)CSc1nnc(-c2ccc(S(=O)(=O)N3CCCC3)cc2)o1	-13	0	-6	-5	0	-1	1	-5	-0.3	0
Cc1ccc2nc(SCC(=O)N3CCC(C)CC3)nc(=O)n2c1	62*	-3	-5	-1	3	5	37*	-7	-0.1	3
O=C(COC(=O)c1ccc(Br)o1)NCCc1ccccc1	4	5	2	-4	-3	-3	13	-8	-0.1	-3
CN(C)C(=O)c1ccc(NC(=O)COC(=O)C2CCN(S(=O)(=O)c3ccc4c(c3)OCCO4)CC2)cc1	11	-5	2	7	2	-1	5	-13	0.1	2
COc1ccc(C(=O)N/N=C/c2ccc(OC)c(OS(=O)(=O)c3ccccc3)c2)cc1	8	-1	-2	-7	1	-13	10	-1	0.4	-3
Cc1ccc(S(=O)(=O)CCC(=O)OCC(=O)c2ccc(F)cc2)cc1	7	-2	-1	-1	-3	12	1	-4	-0.1	2

Part of the list above in order of molecular weight, low to high.
SMILES	ARFGAP1 inh	Rev-erbA mod	Tn7 DDE FP	Tn6 DDE FP	PLC-gamma1 inh	sPLA2-III inh	ASAP1 GAP inh	PLC-beta3 inh	proKLK7 act	UHRF1 MBD2 ctr
Cn1nnnc1CCOCCc1nnnn1C	7	-6	1	-5	2	7	-7	-2	0.3	0
C/C(O)=C(\C#N)P(=O)(c1ccccc1)c1ccccc1	0	-4	-3	5	0	0	-3	-3	-0.3	-1
O=C(COC(=O)Cc1ccc(Cl)cc1)NCc1cccs1	-1	-4	-2	-7	2	12	7	-7	0.0	0
COc1ccc(NC(=O)c2ccc3ncsc3c2)c2ccccc12	7	-1	3	-14	0	-4	-8	-12	0.6	-4
O=C(COC(=O)c1ccc(Br)o1)NCCc1ccccc1	4	5	2	-4	-3	-3	13	-8	-0.1	-3
COc1ccc(CCNc2c([N+](=O)[O-])c(=O)oc3ccccc23)cc1OC	5	5	3	2	2	7	10	-1	0.1	1
COc1ccc(S(=O)(=O)NCC2CCCN(Cc3ccc(C)o3)C2)cc1 (stereo not drawn)	0	5	0	0	9	-17	21	4	0.0	2
COc1ccc(NC(=O)CN(C)S(=O)(=O)c2cccc3nsnc23)cc1	-2	-3	-6	-2	2	2	-9	1	-0.6	0
CC(=O)c1ccc(NC(=O)CN2C(=O)NC(C)(c3ccc4c(c3)OCCO4)C2=O)cc1 (stereo not drawn)	0	3	1	-3	1	10	12	-10	0.2	3
CCOc1ccccc1OCCC(=O)OCC(=O)Nc1c(C)nn(-c2ccccc2)c1C	13	0	0	2	3	1	10	-4	0.0	0
CC(=O)c1c(C)[nH]c(C(=O)OCC(=O)Nc2cccc(S(=O)(=O)N3CCCC3)c2)c1C	-6	3	-1	1	2	-25	1	2	-1.1	-1
O=C(c1ccc(COc2ccccc2)o1)N1CCN(S(=O)(=O)c2ccccc2Cl)CC1	-11	12	-5	6	4	-11	-8	-8	1.6	1

The listing picks up; the two compounds before the break are reprinted first.
SMILES	ARFGAP1 inh	Rev-erbA mod	Tn7 DDE FP	Tn6 DDE FP	PLC-gamma1 inh	sPLA2-III inh	ASAP1 GAP inh	PLC-beta3 inh	proKLK7 act	UHRF1 MBD2 ctr
COc1ccc(C(=O)N/N=C/c2ccc(OC)c(OS(=O)(=O)c3ccccc3)c2)cc1	8	-1	-2	-7	1	-13	10	-1	0.4	-3
Cc1ccc(S(=O)(=O)CCC(=O)OCC(=O)c2ccc(F)cc2)cc1	7	-2	-1	-1	-3	12	1	-4	-0.1	2
COc1ccccc1C(=O)NCCc1nc2ccccc2n1C	-8	2	-3	3	-1	-3	1	1	-0.3	0
CCC1Oc2ccccc2N(CC(=O)Nc2ccc(OC)cc2OC)C1=O (stereo not drawn)	-3	-2	4	3	0	-3	8	2	0.0	0
Cc1ccc(OCC(=O)Nc2nc(-c3ccccn3)cs2)c(C)c1	3	5	1	-2	-15	8	3	-25	-0.7	0
O=C(NC1CCCCC1)C1CCN(S(=O)(=O)c2cccs2)CC1	10	-5	2	-9	-3	2	14	1	-0.1	0
CCN(CC(=O)NCc1ccc(Cl)cc1)C(=O)/C=C/c1ccccc1	10	1	-1	1	-2	-4	10	-6	-0.5	0
COc1ccccc1NC(=O)Nc1ccccc1Br	1	6	7	2	0	-7	1	1	0.4	-1
CCn1c(=O)c2c(nc(SCc3ccccn3)n2C)n(C)c1=O	-3	-5	-8	2	2	0	14	6	0.1	1
O=S(=O)(Cc1ccccc1)Nc1ccccc1	3	-1	6	1	1	-4	-4	-5	0.2	-4
CN(C)c1ccc(/C=C/C(=O)c2ccc(O)cc2)cc1	-3	17	-64	-7	i	-81	1	i	-0.9	-4
Cc1cc(C(=O)Nc2nncs2)oc1C	0	3	-4	-12	-3	12	1	-11	-0.3	2
CCn1c(SC)nnc1C1CCN(CC(=O)Nc2ccccc2N2CCOCC2)CC1	9	3	1	4	-1	0	6	-5	-0.8	0
O=C(O)c1cccc(NC(=O)c2cccc(S(=O)(=O)N3CCCCC3)c2)c1	7	0	-6	-3	0	-2	10	2	-0.3	2
CCCCC(CC)C(=O)Nc1ccc(Cl)cn1 (stereo not drawn)	8	2	3	3	5	5	7	6	-0.1	0
Cc1nc2nc(SCC(=O)NCCN3CCOCC3)nn2c(C)c1Cc1ccccc1	-4	-4	3	2	-1	6	16	0	-0.1	3
CCOC(=O)c1c(S(=O)(=O)Nc2ccc(C)cn2)c(C)n(C)c1C	-2	-7	-2	-2	0	3	-9	-4	-0.5	-2
CCOC(=O)C1=C(C)NC(=S)N(C(C)=O)C1c1ccc(Cl)cc1 (stereo not drawn)	-8	5	-5	0	5	14	2	7	0.3	-1
O=C(OCC(=O)c1ccccc1Br)c1ccccn1	10	2	-2	5	1	-1	4	5	-0.2	-1
O=C(Nc1cccc(F)c1)/C(=C/c1ccco1)NC(=O)c1ccco1	-4	-2	0	-2	-40	-3	-10	-73	1.5	-4
O=C(O)CCC(=O)Nc1ccccc1C(=O)NC1CCCCC1	17	-4	-9	-1	-4	6	-3	-6	0.4	5
Nc1cc(C(=O)OCC(=O)Nc2cccc(S(=O)(=O)N3CCOCC3)c2)ccc1Cl	15	-2	-1	-1	-37	-11	0	-51	0.8	-1
C=CCOC(=O)COc1ccc2c(C)c(C)c(=O)oc2c1	-2	-2	-2	6	-46	-2	8	-58	15*	3
COc1cc2ccc(C=O)cc2cc1OC	15	-5	8	3	-163	11	3	-213	-2.6	-4
COc1ccc(-n2nc(C(=O)NCC(=O)N3CCN(c4ccccc4F)CC3)c3ccccc3c2=O)cc1	4	25*	-5	-8	-7	-1	-2	-10	-0.1	-5
CC1=C(C(N)=O)C(c2ccc(Cl)cc2)n2nc(CCCO)nc2N1 (stereo not drawn)	4	4	1	0	-1	12	-1	-8	-0.1	1
